High-throughput results from PubChem.
Nrf2 ARE act: qHTS of Nrf2 Activators | AID 624171, 2012 | Potency, µM (highest dose often 46.1 µM), for inactives: at the top dose activation, actives largely listed as activators | AREc32 ARE-luciferase reporter (MCF7-derived line), luminescence, 24 h | hit rate 0.31% among 410,000; further: potency means the concentration at half of the fitted maximal effect; % of control where 0% means no effect; nearly all actives have a fitted effect of over 65% in size
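AREc32 cells carrying an ARE-driven firefly luciferase, 1000 cells/well in OPTI-MEM with 5% FBS, dosed after overnight attachment and incubated 24 hr at 37 deg C. Steady-Glo luminescence read after 30 min at RT.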
A549 tox: Nrf2 qHTS screen for inhibitors: counterscreen for cytotoxicity; hit rate 0.16% among 390,000; Potency, µM (top dose mostly 46 µM), for inactives: top-dose activity change, negative = cytotoxicity, most hits filed as inhibitors; AID 504648, 2011; A549 ARE-Fluc cells, CellTiter-Fluor viability, 18-24 h; further: potency means the concentration at half of the fitted maximal effect; on the % scale 0 is the no-effect control and ±100 the full control effect
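Cytotoxicity counterscreen: CellTiter-Fluor fluorescence was measured in A549 ARE_Fluc cells after 18-24 h of compound exposure in a concentration series. The subsequent BugLite luminescent read reports ARE-luciferase activity.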
TGFb SMAD3 inh: qHTS for Inhibitors of TGF-b; HepG2 CAGA-GFP TGF-b/SMAD3 reporter, GFP fluorescence, 18 h; TGF-beta stimulated, 500 pg/mL final; Potency, µM (titrated, usually from 46.1 µM), for inactives: at the highest dose activity, negative = inhibition, actives largely listed as inhibitors; hit rate 1.2% among 410,000; further: potency means the concentration at half of the fitted maximal effect; on the % scale 0 is the no-effect control and ±100 the full control effect; nearly all actives have a fitted effect of over 65% in size
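Inhibition of TGF-beta-driven CAGA-GFP reporter expression in HEPG2 cells is measured by cellular GFP fluorescence after 18 h stimulation with 500 pg/mL recombinant TGF-beta in 1% FBS medium at 37 degrees C.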
ATXN viability: Viability Counterscreen for Primary qHTS for Inhibitors of ATXN expression. S2 cells (HEK-293 line with an ATXN2-luciferase reporter) viability, CellTiter-Fluor protease fluorescence, 24 h. Potency, µM (highest dose often 56.7 µM), usual class: cytotoxic. hit rate 0.49% among 400,000; further: potency means the concentration at half of the fitted maximal effect; nearly all actives have a fitted effect of over 40% in size
EPAC2 ag: qHTS for Agonist of cAMP-regulated guanine nucleotide exchange factor 4 (EPAC2): primary screen | EPAC2 activation, biochemical qHTS; response scale: 100% = 6.5 mM cAMP response | Potency, µM (series often up to 154 µM), for the others: top-dose activation, hits mostly activators | hit rate 0.079% among 360,000 | AID 720711, 2013; further: potency means the concentration at half of the fitted maximal effect; nearly all actives have a fitted effect of over 50% in size
Target sequence (Q8WZA2 whole entry, looked up): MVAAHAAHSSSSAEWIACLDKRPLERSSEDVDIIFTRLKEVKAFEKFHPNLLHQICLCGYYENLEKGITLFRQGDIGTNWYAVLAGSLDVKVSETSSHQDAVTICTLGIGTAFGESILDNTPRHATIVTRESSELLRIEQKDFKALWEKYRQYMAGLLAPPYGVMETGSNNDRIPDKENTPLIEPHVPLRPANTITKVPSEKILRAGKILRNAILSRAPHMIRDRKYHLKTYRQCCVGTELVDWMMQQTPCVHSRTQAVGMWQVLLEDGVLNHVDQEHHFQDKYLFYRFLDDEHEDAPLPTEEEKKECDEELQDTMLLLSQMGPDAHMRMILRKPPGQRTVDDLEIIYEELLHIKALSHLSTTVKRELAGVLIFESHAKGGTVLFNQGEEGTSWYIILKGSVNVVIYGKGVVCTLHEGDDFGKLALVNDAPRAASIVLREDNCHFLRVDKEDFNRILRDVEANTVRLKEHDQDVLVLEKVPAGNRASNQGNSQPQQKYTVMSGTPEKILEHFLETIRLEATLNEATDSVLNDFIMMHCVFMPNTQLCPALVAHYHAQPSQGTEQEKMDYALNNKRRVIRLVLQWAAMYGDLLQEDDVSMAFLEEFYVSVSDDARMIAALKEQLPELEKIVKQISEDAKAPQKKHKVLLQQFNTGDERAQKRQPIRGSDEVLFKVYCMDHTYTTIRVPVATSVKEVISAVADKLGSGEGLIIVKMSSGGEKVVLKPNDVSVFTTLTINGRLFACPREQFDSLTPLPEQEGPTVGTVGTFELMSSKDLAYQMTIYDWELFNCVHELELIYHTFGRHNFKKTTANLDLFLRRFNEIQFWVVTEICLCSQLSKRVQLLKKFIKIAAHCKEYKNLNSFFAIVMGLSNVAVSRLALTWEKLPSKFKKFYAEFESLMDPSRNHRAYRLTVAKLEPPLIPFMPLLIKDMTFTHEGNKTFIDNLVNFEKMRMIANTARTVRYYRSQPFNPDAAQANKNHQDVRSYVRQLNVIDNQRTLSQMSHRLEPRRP
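qHTS, titration series. 100 nM EPAC2 / 250 nM Rap1B-BODIPY-GDP / 50 uM GDP; RT; ex 480/em 540 nm, 5-min reads to 30 min. Norm. to 6.5 mM cAMP = activation.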
ATXN2 expr inh: Primary qHTS for Inhibitors of ATXN expression | Potency, µM (doses to about 57 µM), without a hit: top-dose activity change, negative = inhibition, hits mostly inhibitors | HEK-293 ATXN2-luciferase reporter, luminescence, 24 h | AID 1745845, 2022 | hit rate 0.72% among 360,000; further: potency means the concentration at half of the fitted maximal effect; on the % scale 0 is the no-effect control and ±100 the full control effect; nearly all actives have a fitted effect of over 55% in size
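ATXN2-luciferase reporter cells (luciferase flanked by upstream and downstream ATXN2 gene portions) were treated 24 h at 37 °C with compounds at up to 57 uM. SteadyGlo luminescence gave expression; GF-AFC fluorescence gave viability.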
Nrf2 block: Nrf2 qHTS screen for inhibitors; A549 ARE-Fluc reporter, luciferase luminescence, 18-24 h; Potency, µM (series often up to 46 µM), for the others: at the top dose activity change, negative = inhibition, actives largely listed as inhibitors; hit rate 2.1% among 360,000; AID 504444, 2011; further: potency means the concentration at half of the fitted maximal effect; on the % scale 0 is the no-effect control and ±100 the full control effect; nearly all actives have a fitted effect of over 60% in size
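Nrf2 activity is the BugLite luminescence, read 15 min after reagent at room temperature, following CellTiter-Fluor cytotoxicity readout (30 min, 37C). Compound titrations were applied for 18-24 h to 5000 A549 ARE_Fluc cells/well in 5% FBS OPTI-MEM.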
IL-2 act: qHTS of IL-2 Activators. IL-2 activation reporter assay, cell-based qHTS; stimulated with anti-CD3/CD4/CD28 beads; in transgenic mouse T cells. activation, % (series mostly up to about 46 µM). AID 652025, 2013. hit rate 0.065% among 360,000; in the data active means activation above about 50%; inconclusive means mostly about 30% to 49%; further: 0% is about no effect
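Readout is EGFP and DsRed signal by fluorescent plate cytometry after 18 h at 37 degrees C. Transgenic mouse T cells (750/well) received compound for 60 min before bead stimulation (anti-CD3, anti-CD4, anti-CD28); memory T cells served as non-tolerant control.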
HepG2 tox: qHTS for Inhibitors of TGF-b: Cytotox Counterscreen | HepG2 CAGA-GFP viability, ATP luminescence, 18 h | Potency, µM (top dose mostly 46.1 µM), for inactives: at the highest dose activity change, negative = cytotoxicity, hits mostly cytotoxic | hit rate 0.76% among 410,000 | AID 588856, 2011; further: potency means the concentration at half of the fitted maximal effect; some results filed as inactive show a strong effect at the top dose
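CellTiter-Glo luminescence gave cytotoxicity after 18 hours at 37 degrees C. The cells were HepG2 CAGA-GFP in 1% FBS DMEM, stimulated with 500 pg/mL TGF-beta after compound addition. %Activity was normalised to no-cell wells (complete cell-killing) and DMSO (no toxicity), and curves were fitted and classified.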
Numbers without * were called inactive; i = inactive; ? = inconclusive; nt = not tested or not shown; [ ] = remark or other dose. Unless noted, the call rests on the fitted dose curve; in most records, active means well fitted curve in the direction sought with a large enough effect; inconclusive means small, poorly fitted or top-dose-only effect, or another doubt; inactive means no such curve, though single readings can be large; an effect the other way counts as inactive or inconclusive.

cpd	canonical_smiles	HepG2 tox	Nrf2 block	A549 tox	TGFb SMAD3 inh	Nrf2 ARE act	EPAC2 ag	ATXN viability	ATXN2 expr inh	IL-2 act
1	CCN(CC)S(=O)(=O)c1cccc(C(=O)N/N=C(\C)c2cccs2)c1	-28%	?	1%	0%	25%	5%	i	13%	-1.4
2	CCCOc1ccc(C(=O)CCNC(Cc2c[nH]c3ccccc23)C(=O)O)cc1 (centres undefined)	-8%	-15%	-5%	3%	5.1%	2%	i	nt	-1.2
3	O=[N+]([O-])c1ccc(N(CC2CO2)S(=O)(=O)c2ccccc2)cc1 (centres undefined)	-36%	-29%	-3%	-6%	17%	10%	i	16%	-0.8
4	COc1ccc(CNc2ccc3c(c2)nc(C)n3C)cc1OC	40%	6%	10%	11%	0.3%	4%	i	?	-0.7
5	Oc1ccc(-c2nc(-c3ccc(O)c(O)c3)cs2)cc1	-22%	4%	17%	?	24%	1%	?	54%[activator]	0.5
6	NS(=O)(=O)c1cc(C(=O)OCC(=O)NNC(=O)c2ccccc2)ccc1Cl	4%	2%	-6%	0%	-0.1%	-4%	i	-5%	-0.7
7	O=C(NNS(=O)(=O)c1ccccc1[N+](=O)[O-])c1ccccc1[N+](=O)[O-]	3%	-2%	-5%	-2%	0.9%	10%	i	-5%	1.5
8	O=C(Nc1cccc(C(F)(F)F)c1)c1ccc2sc([C@@H]3O[C@H](CO)[C@H](O)[C@H](O)[C@H]3O)nc2c1	0%	nt	nt	4%	-0.6%[9.22 µM]	-2%	i	0%	-0.1
9	COCCCNCCOCCOc1ccc(C)cc1Br	-12%	2%	2%	0%	0.4%	-2%	i	-6%	-5.4
10	O=C(Cc1cccs1)Nc1ccccc1	-5%	12%	-4%	4%	5.1%	0%	?	nt	2.4
11	COC(=O)/C=C1/C(=O)N/C(=N\c2nc(C)cc(C)n2)N1c1ccc(OC)cc1	-11%	5%	-4%	0%	5.4%	3%	i	-7%	0.8
12	Cc1ccc2nc(-c3ccc(F)cc3)nc(SCC(=O)NCC3CCCO3)c2c1 (centres undefined)	19%	-24%	2%	-5%	-1.0%	-11%	i	-18%	-0.3
13	COC1=CC(=O)C=C(OC)C1(O)CC(C)=O	-8%	-8%	10%	-10%	12%	-3%	i	?	0.1
14	CN1CCN(CCCNC(=O)c2nnc(Cc3c(F)cccc3Cl)o2)CC1	4%	1%	9%[1.84 µM]	26%	1.9%	5%	i	1%	-2.7
15	CN1CCN(NC(=O)Nc2ccc([N+](=O)[O-])cc2)CC1	-3%	-8%	0%	1%	-0.2%	8%	i	-7%	-1.4
16	O=S(=O)(NCc1cccnc1)c1ccc2c(c1)OCCO2	-19%	-17%	2%	-4%	-0.8%	3%	i	-14%	-2.0
17	CCS(=O)(=O)N1CCN(C(=O)CC(C)C)CC1	-19%	15%	6%	0%	-0.4%	10%	i	-10%	2.6
18	Cc1ccc(OCC(=O)N(Cc2cccs2)C2CCS(=O)(=O)C2)cc1 (centres undefined)	9%	2%	0%	18%	0.1%	-12%	i	6%	-1.0
19	O=C(Nc1ccc(S(=O)(=O)NCc2ccco2)cc1)C1CCCCC1	6%	-26%	0%	-8%	2.9%	-9%	i	-24%	0.2
20	CC(C)c1ccc[n+](-c2nc([O-])sc2C=O)c1	-38%	4%	-3%	?	-0.9%	5%	i	-12%	-3.4
21	CCNc1c(NS(=O)(=O)c2ccc(Cl)s2)c(=O)oc2ccccc12	-11%	?	2%	-21%	0.2%	4%	i	-8%	-0.1
22	COc1cccc(OC)c1C(=O)Nc1ccc(CN2CCCCC2)cc1	-14%	-6%	-1%	3%	-0.2%	-4%	i	-3%	1.7
23	CC(C)CCCN1C(N(C)C)=NC[C@@H]1C	2%	3%	4%	-13%	-0.6%	9%	i	-5%	0.8
24	CC(NC(=O)c1cc(Sc2ccc(F)cc2F)nc2ccccc12)c1ccccc1 (centres undefined)	-30%	nt	-1%	-13%	7.8%	nt	nt	nt	nt
25	COc1ccccc1/C=C/C=N/n1c(C)nnc1C	0.89µM*	-3%	2%	-5%	3.7%	14%	?	33%	3.2

Arranged by number of heavy atoms (descending): part of the list above.
cpd	canonical_smiles	HepG2 tox	Nrf2 block	A549 tox	TGFb SMAD3 inh	Nrf2 ARE act	EPAC2 ag	ATXN viability	ATXN2 expr inh	IL-2 act
8	O=C(Nc1cccc(C(F)(F)F)c1)c1ccc2sc([C@@H]3O[C@H](CO)[C@H](O)[C@H](O)[C@H]3O)nc2c1	0%	nt	nt	4%	-0.6%[9.22 µM]	-2%	i	0%	-0.1
24	CC(NC(=O)c1cc(Sc2ccc(F)cc2F)nc2ccccc12)c1ccccc1 (centres undefined)	-30%	nt	-1%	-13%	7.8%	nt	nt	nt	nt
2	CCCOc1ccc(C(=O)CCNC(Cc2c[nH]c3ccccc23)C(=O)O)cc1 (centres undefined)	-8%	-15%	-5%	3%	5.1%	2%	i	nt	-1.2
22	COc1cccc(OC)c1C(=O)Nc1ccc(CN2CCCCC2)cc1	-14%	-6%	-1%	3%	-0.2%	-4%	i	-3%	1.7
21	CCNc1c(NS(=O)(=O)c2ccc(Cl)s2)c(=O)oc2ccccc12	-11%	?	2%	-21%	0.2%	4%	i	-8%	-0.1
3	O=[N+]([O-])c1ccc(N(CC2CO2)S(=O)(=O)c2ccccc2)cc1 (centres undefined)	-36%	-29%	-3%	-6%	17%	10%	i	16%	-0.8
15	CN1CCN(NC(=O)Nc2ccc([N+](=O)[O-])cc2)CC1	-3%	-8%	0%	1%	-0.2%	8%	i	-7%	-1.4
25	COc1ccccc1/C=C/C=N/n1c(C)nnc1C	0.89µM*	-3%	2%	-5%	3.7%	14%	?	33%	3.2
20	CC(C)c1ccc[n+](-c2nc([O-])sc2C=O)c1	-38%	4%	-3%	?	-0.9%	5%	i	-12%	-3.4
13	COC1=CC(=O)C=C(OC)C1(O)CC(C)=O	-8%	-8%	10%	-10%	12%	-3%	i	?	0.1

Next section
cpd	canonical_smiles	HepG2 tox	Nrf2 block	A549 tox	TGFb SMAD3 inh	Nrf2 ARE act	EPAC2 ag	ATXN viability	ATXN2 expr inh	IL-2 act
26	CC(=O)N(C(C)=O)c1ccc2nc(C)[nH]c(=O)c2c1	-8%	2%	-3%	-1%	-0.8%	10%	i	4%	-1.0
27	Oc1ccc2ccccc2c1/C=N/Nc1ccccc1	-2%	2%	-2%	-2%	7.8%	14%	i	28%	-4.3
28	COc1cccc(NS(=O)(=O)c2cc(C)sc2C)c1	-11%	?	-16%	-1%	-0.6%	2%	i	3%	-0.4
29	COc1cc(OC)c(NC(=O)n2ncc3cc(Cl)ccc32)cc1Cl	-4%	?	13%	12%	7.3%	nt	i	11%	nt
30	Cc1cccc(OCC(=O)N2CCc3ccccc3C2)c1	-28%	9%	1%	0%	3.1%	8%	i	38%[activator]	0.3
31	COc1cc(/C=C/C(=O)NCc2ccccn2)cc(OC)c1OC	6%	?	1%	-1%	2.9%	-6%	i	1%	-0.5
32	Clc1ccccc1CSc1nnc(/C=C/c2ccccc2)o1	1%	nt	-3%	10%	-0.4%	5%	i	34%[activator]	1.8
33	Cc1[nH]n(-c2cccc(Cl)c2)c(=O)c1C=NC12CN3CN(CN(C3)C1)C2	-26%	-11%	0%	4%	-0.8%	1%	i	-8%	-2.7
34	COc1ccc(-n2nc(C(=O)Nc3ccc(Cl)cn3)c3c4ccccc4n(C)c3c2=O)cc1	-8%	11%	-1%	7%	-1.1%	nt	i	3%	nt
35	COc1ccc(S(=O)(=O)N2CCOCC2)cc1NC(=O)c1ccc(OCC(C)C)c(OC)c1	-25%	?	9%	-13%	2.6%	-9%	i	nt	0.9
36	O=C(Nc1ccc(Cl)cc1)C1CCN(S(=O)(=O)c2ccc(Br)s2)CC1	-40%	23µM*	-26%	13µM*	8.9%	nt	?	0%	nt
37	O=C(Cc1ccc(F)cc1)OCN1C(=O)c2ccccc2C1=O	-9%	4%	1%	-13%	-0.4%	2%	i	2%	-2.8
38	CS/C(N)=N/N=C/c1cc(Br)cc(Br)c1O	-65%	0%	11%	6.3µM*	25%	7%	i	nt	-0.6
39	CCOc1ccc(C(CCc2ccccc2)NC(=O)c2ccc(OC)c(OC)c2)cc1OCC (centres undefined)	-11%	nt	0%	5%	-0.7%	18%	i	-14%	0.5
40	C=CCOc1ccc(C2C(C(=O)c3ccco3)=C(O)C(=O)N2c2nnc(C)s2)cc1 (centres undefined)	11%	3%	-28%	-12%	2.0%	-15%	nt	-12%	-0.1
41	COc1ccccc1OCCC(=O)OCC(=O)c1c(N)n(C)c(=O)n(C)c1=O	-1%	1%	0%	1%	5.1%	4%	i	nt	-2.9
42	COc1ccc(C(=O)NCc2nnc(SCC(=O)Nc3ccc(F)cc3)n2-c2ccccc2)cc1	2%	?	-22%	-24%	-0.6%	nt	i	?	nt
43	O=C(CN1CCCCC1)Nc1cccc([N+](=O)[O-])c1	-12%	-13%	-1%	3%	6.7%	0%	i	-15%	1.2
44	O=C(NC1(C(F)(F)F)NC(=O)N(Cc2ccco2)C1=O)c1cccnc1 (centres undefined)	6%	nt	5%	-9%	0.2%	4%	i	-15%	-1.9
